JMJD2A Tudor inh: blocks the human JMJD2A Tudor domain. 4.4% of 390,000 active. O75164. Potency, µM (doses to about 114 µM), inactives show top-dose activity change, negative = inhibition, most hits filed as inhibitors. AlphaScreen JMJD2A-Tudor / H3K4me3 peptide binding; further: on the % scale 0 is the no-effect control and ±100 the full control effect; nearly all actives have a fitted effect of over 50% in size
TrxR1 inh: rat TrxR1 inhibition; Potency, µM (top dose mostly 114 µM), without a hit: top-dose activity change, negative = inhibition, hits mostly inhibitors; 1% of 390,000 active; recombinant rTrxR1, NADPH fluorescence consumption, selenite substrate; AID 588453; further: on the % scale 0 is the no-effect control and ±100 the full control effect; nearly all actives have a fitted effect of over 65% in size
Target sequence (O89049 whole entry, looked up): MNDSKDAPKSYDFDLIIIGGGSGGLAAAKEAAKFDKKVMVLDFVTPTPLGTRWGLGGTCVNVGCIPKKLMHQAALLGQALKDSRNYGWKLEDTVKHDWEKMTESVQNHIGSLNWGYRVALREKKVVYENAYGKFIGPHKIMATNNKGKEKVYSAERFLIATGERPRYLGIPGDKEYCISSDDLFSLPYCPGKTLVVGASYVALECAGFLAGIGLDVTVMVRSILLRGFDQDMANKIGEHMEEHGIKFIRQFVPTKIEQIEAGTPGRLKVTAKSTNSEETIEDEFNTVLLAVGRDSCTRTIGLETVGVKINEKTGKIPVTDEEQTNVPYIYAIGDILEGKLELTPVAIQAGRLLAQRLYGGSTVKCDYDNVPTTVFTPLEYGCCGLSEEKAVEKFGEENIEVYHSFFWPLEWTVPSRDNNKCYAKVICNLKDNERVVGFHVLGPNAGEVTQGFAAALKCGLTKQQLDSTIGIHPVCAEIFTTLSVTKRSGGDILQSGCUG
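Rat TrxR1 (90 nM in the dispensed reagent) was pre-reduced with 400 uM NADPH for 5 min at room temperature, then incubated with compound for 15 min. After 400 uM selenite was added, NADPH fluorescence (Ex 340/Em 450 nm) was followed for 8 min.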
Pin1 inhibitor: human Pin1 inhibition. AID 504891. Potency, µM (doses to about 115 µM), for the others: at the top dose activity, negative = inhibition, actives largely listed as inhibitors. Pin1 FP peptide displacement, HiFluor488, 10 min. Q13526. 0.009% of 390,000 active; active means well fitted inhibition curve with a large enough effect in the polarisation, with a control signal flat, not every such curve was filed as active; inconclusive means small, poorly fitted or top-dose-only effect, or effect the other way, or a change in a side signal; inactive means no such curve, though single readings can be large or run the other way; the % refers to the polarisation; further: on the % scale 0 is the no-effect control and ±100 the full control effect
Target sequence (Q13526 whole entry, looked up): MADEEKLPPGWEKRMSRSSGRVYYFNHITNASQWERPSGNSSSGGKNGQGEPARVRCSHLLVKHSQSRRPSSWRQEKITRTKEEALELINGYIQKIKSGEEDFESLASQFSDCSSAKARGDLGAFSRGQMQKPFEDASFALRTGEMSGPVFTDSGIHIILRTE
ERG Ets-DNA blk: blocks human ERG Ets domain binding to DNA. P11308. fluorescence polarization, His-ERG Ets domain / labelled DNA. Potency, µM (highest dose often 76.9 µM), for the others: at the top dose FP activity, negative = inhibition, actives largely listed as inhibitors. 0.028% of 370,000 active. AID 624246; active means well fitted inhibition curve with a large enough effect in the polarisation, with a control signal flat; inconclusive means small, poorly fitted or top-dose-only effect, or effect the other way, or a change in a side signal; inactive means no such curve, though single readings can be large or run the other way; the % refers to the polarisation;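 further: polarization taken with two DNA probes labelled with fluorescein and Texas red; % of control where 0% means no effect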
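His-tagged ERG Ets domain (1 uM in the protein solution; 300mM KCl, 50mM Tris-HCl, 1mM EDTA, 1mM DTT, pH 7.5) received compound, then a probe mix of 5 nM fluorescein-DNA and 100nM Texas-615-DNA. Fluorescence polarization was read for both dyes.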
GLS inhibitor: blocks human kidney-isoform glutaminase activity; AID 624170; Potency, µM (titrated, usually from 45.5 µM), for inactives: at the highest dose activity change, negative = inhibition, hits mostly inhibitors; 0.21% of 410,000 active; GLS enzymatic activity, qHTS titration; further: on the % scale 0 is the no-effect control and ±100 the full control effect
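Enzyme dispensed in phosphate buffer (45 mM, pH 8.2, 0.02% Tween-20), compounds pinned in, then 1 mM L-glutamine solution and the glutamate oxidase–HRP–Amplex Red mix added; fluorescence read immediately and again after 30 min at room temperature.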
Tb PGK inh: inhibitors of T. brucei phosphoglycerate kinase. Potency, µM (highest dose often 57.5 µM), inactives show at the top dose activity change, negative = inhibition, most hits filed as inhibitors. P07378. AID 602233. PGK/GAPDH coupled, Kinase-Glo luminescence, 60 min. 0.043% of 380,000 active; further: on the % scale 0 is the no-effect control and ±100 the full control effect; nearly all actives have a fitted effect of over 60% in size
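Recombinant glycosomal PGK reaction used 1,3-bisphosphoglycerate generated in-well by GAPDH (100nM final) in 100mM TEA pH 7.6, 5mM MgCl2, 0.01% Tween-20. After 60 minutes at room temperature, ATP was read by Kinase-Glo Plus luminescence end-point.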
HP1b binding inh: inhibitors of HP1-beta chromodomain binding to methylated histone tails. AlphaScreen HP1-beta / biotin-H3K9me3 peptide binding. 0.56% of 390,000 active. Potency, µM (highest dose often 114 µM), for the others: top-dose activity change, negative = inhibition, hits mostly inhibitors. P83916; further: nearly all actives have a fitted effect of over 70% in size; inactives centre near 23
Target sequence (P83916 whole entry, looked up): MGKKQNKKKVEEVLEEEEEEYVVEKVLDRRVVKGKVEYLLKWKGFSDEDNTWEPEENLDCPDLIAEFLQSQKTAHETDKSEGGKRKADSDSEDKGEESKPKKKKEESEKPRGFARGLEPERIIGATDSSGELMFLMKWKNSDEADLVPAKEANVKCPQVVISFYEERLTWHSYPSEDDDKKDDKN
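Compound inhibition of the preformed complex between 50 nM HP1-beta and 50 nM biotinylated H3K9me3 peptide was read by AlphaScreen. Buffer was PBS pH 7.4 with 0.01% Tween-20. Incubations ran 30 min at room temperature, with 10 ug/mL donor/acceptor beads.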
ALOX12 inh: blocks human arachidonate 12S-lipoxygenase | purified 12hLO, xylenol orange hydroperoxide absorbance | Potency, µM (highest dose often 108 µM), without a hit: at the highest dose activity change, negative = inhibition, hits mostly inhibitors | 1.1% of 580,000 active | P18054; further: on the % scale 0 is the no-effect control and ±100 the full control effect
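Purified human 12hLO at 150 nM in 25 mM Hepes, 0.01% Triton X-100, pH 7.0, preincubated 15 min at room temperature with compound. Reaction started with 40 uM arachidonic acid, 30 min at room temperature. Hydroperoxide measured by Fe-xylenol orange, 573/405 nm absorbance ratio.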
RGS4 inh: human RGS4 inhibition | 0.039% of 390,000 active | P49798 | Potency, µM (titrated, usually from 114 µM), without a hit: at the top dose activity change, negative = inhibition, hits mostly inhibitors | Transcreener GDP fluorescence polarization, RGS4-accelerated GTP hydrolysis | AID 504845; further: on the % scale 0 is the no-effect control and ±100 the full control effect; nearly all actives have a fitted effect of over 75% in size; some results filed as inactive show a strong effect at the top dose
Target sequence (P49798 whole entry, looked up): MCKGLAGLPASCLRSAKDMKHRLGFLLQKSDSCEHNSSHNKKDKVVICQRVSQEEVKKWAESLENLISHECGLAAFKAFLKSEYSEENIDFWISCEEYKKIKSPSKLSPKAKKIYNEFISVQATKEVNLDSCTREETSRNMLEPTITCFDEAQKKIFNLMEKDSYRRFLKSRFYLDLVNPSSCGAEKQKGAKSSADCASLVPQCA
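MLSMR compounds (23 nl, pin-transferred) preincubated 10 min at room temperature with a 500nM (2x) first reagent, then RGS4 at 900nM (2x) plus Transcreener GDP mix added; fluorescence polarization (620/688 nm) read before and after 90 min at 30 °C.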
An asterisk follows results filed as active; i = inactive; ? = inconclusive; . = not tested or not shown; [ ] = remark or other dose. Unless noted, the call rests on the fitted dose curve; in most records, active means well fitted curve in the direction sought with a large enough effect; inconclusive means small, poorly fitted or top-dose-only effect, or another doubt; inactive means no such curve, though single readings can be large; an effect the other way counts as inactive or inconclusive. Potency means the concentration at half of the fitted maximal effect. The list is partial; rates above refer to the full screens.

The first four records, to show the layout:
JMJD2A Tudor inh,TrxR1 inh,Pin1 inhibitor,ERG Ets-DNA blk,GLS inhibitor,Tb PGK inh,HP1b binding inh,ALOX12 inh,RGS4 inh,smiles
-10%,16%,-7%,8%,10%,-9%,20%,-11%,5%,CC(C)(C)OC(=O)N[C@@H](Cc1c[nH]c2ccccc12)c1nnc(SCC(N)=O)o1
-7%,7%,-18%,-2%,-2%,.,22%,-14%,27%,Cc1cc(C)cc(OCC(=O)Nc2nonc2-c2ccc(Br)cc2)c1
6%,7%,3%,-5%,-2%,3%,42%[activator],-1%,2%,C[C@H](CO)N1C[C@H](C)[C@@H](CN(C)S(=O)(=O)c2ccccc2)Oc2c(NC(=O)CCC(F)(F)F)cccc2C1=O
-15%,10%,6%,0%,-5%,3%,42%,10%,20%,Cc1nc([N+](=O)[O-])nn1C12CC3CC(CC(Cl)(C3)C1)C2

The whole of this part (from the top)
JMJD2A Tudor inh,TrxR1 inh,Pin1 inhibitor,ERG Ets-DNA blk,GLS inhibitor,Tb PGK inh,HP1b binding inh,ALOX12 inh,RGS4 inh,smiles
-10%,16%,-7%,8%,10%,-9%,20%,-11%,5%,CC(C)(C)OC(=O)N[C@@H](Cc1c[nH]c2ccccc12)c1nnc(SCC(N)=O)o1
-7%,7%,-18%,-2%,-2%,.,22%,-14%,27%,Cc1cc(C)cc(OCC(=O)Nc2nonc2-c2ccc(Br)cc2)c1
6%,7%,3%,-5%,-2%,3%,42%[activator],-1%,2%,C[C@H](CO)N1C[C@H](C)[C@@H](CN(C)S(=O)(=O)c2ccccc2)Oc2c(NC(=O)CCC(F)(F)F)cccc2C1=O
-15%,10%,6%,0%,-5%,3%,42%,10%,20%,Cc1nc([N+](=O)[O-])nn1C12CC3CC(CC(Cl)(C3)C1)C2
-26%,1%,34%[activator],-4%,8%,7%,10%,-1%,4%,Cc1cc(C(=O)CN2C(=O)NC(c3ccccc3)(c3ccccc3)C2=O)c(C)n1Cc1ccccc1
-25%,16%[57.1 µM],33%[activator],3%,-2%,i,-14%,7%,-41%,O=C(COC(=O)c1ccccc1F)c1ccc(-n2nncc2-c2ccco2)cc1
10µM*,-25%[57.1 µM],0%,?,-7%,-4%,14%,?,-23%,Cc1cccc(-n2c(CNC(=O)c3ccc(S(=O)(=O)N4CCCC4)cc3)n[nH]c2=S)c1
-17%,?,1%,-13%,-5%,1%,30%,19%,-6%,Cc1oc2cc3oc(=O)c(CCC(=O)N4C[C@H]5C[C@@H](C4)c4cccc(=O)n4C5)c(C)c3cc2c1C
-11%,7%,0%,5%,0%,i,27%,-1%,14%,COc1ccc(CCNC(=O)NCc2noc3ccccc23)c(OC)c1
-10%,10%,2%,1%,10%,-4%,19%,-30%,-11%,O=C(CS(=O)(=O)c1ccc(F)cc1)N1CCN(c2ccccc2)CC1
8%,14%,5%,6%,-7%,-6%,45%[activator],.,-7%,Cc1cc(C)n2nc(SCc3ccccc3)nc2n1
?,-12%[57.1 µM],-5%,0%,-9%,-2%,1%,-21%,-20%,CCn1c(=O)cc(C(=O)OC)sc1=Nc1ccc(F)c(F)c1
-13%,23%,0%,8%,2%,2%,6%,-22%,-5%,CCc1ccccc1NC(=O)Cn1c(=O)n(Cc2ccc(OC)cc2)c(=O)c2oc3ccccc3c21
-25%,-21%[57.1 µM],26%,0%,-7%,-10%,15%,?,-14%,CN1/C(=C/C2CC(=O)N(c3cccc4ccccc34)C2=O)C(C)(C)c2ccccc21 (stereo not given)
-9%,5%[57.1 µM],2%,13%,8%,11%,17%,-5%,-7%,COc1ccccc1/C=C/C(=O)NCCC1=CCCCC1
4%,16%[57.1 µM],-3%,0%,2%,i,73%[activator],17%,-7%,CCCc1cc(C(=O)Nc2cc(OC)c(Cl)cc2OC)no1
-9%,18%,-1%,-4%,3%,-1%,20%,11%,30%,COC(=O)Nc1nc2ccc(SC(C)C)cc2[nH]1
4%,21%,-1%,6%,-1%,i,17%[57 µM],1%,18%,CCCS(=O)(=O)N1CCN=C1SCc1ccc(F)cc1
0%,-1%[57.1 µM],4%,-3%,-1%,0%,21%,105%[activator],3%,NC(=O)C1(S(=O)(=O)c2ccccc2)CCCCC1
1%,-6%,-6%,-3%,-1%,-5%,29%,-30%,-2%,O=C(CSc1nnc2ccccn12)Nc1cccc(S(=O)(=O)N2CCOCC2)c1
-12%,4%,5%,-8%,1%,14%,32%[activator],-24%,-2%,O=C(c1ccc2c(c1)OCCO2)C1CCN(C(=O)c2ccc(F)c(F)c2)CC1
-13%[11.4 µM],-12%,-12%,-8%,11%,-1%,4%,?,16%[11.4 µM],CC(NCc1ccc(S(N)(=O)=O)cc1)C(=O)N1c2ccccc2CC1C (stereo not given)
?,18%[57.1 µM],-14%,-12%,-1%,i,-21%,-1%,-25%,O=c1ccc2ccc(Oc3ccc(Cl)cc3[N+](=O)[O-])cc2o1
-12%,31%,-3%,-2%,-14%,-11%,8%,-21%,17%,Cc1c(Cl)cccc1NC(=O)C(C)n1nc(C)c2c(C)n(-c3ccccc3)nc2c1=O (stereo not given)
-7%,-9%,-1%,-8%,15%,-9%,11%,9%,6%,O=C(Cc1cccs1)NNC(=O)c1ccc(F)cc1
-11%,9%[57.1 µM],-3%,2%,3%,i,15%,0%,-1%,c1ccc(OCCCCN2CCCCC2)cc1
18%,18%,1%,-4%,-3%,-9%,27%,-25%,-20%,O=C(CC1CCCCC1)NCc1nc(-c2ccccc2)no1
-27%,-9%,-1%,.,0%,-5%,1%,?,-6%,CCN(C(=O)COC(=O)CNS(=O)(=O)c1ccc(SC)c([N+](=O)[O-])c1)C1CCCCC1
32%,25%[57.1 µM],?,2%,5%,0%,96%[activator],-15%,-9%,CCOc1ccccc1-c1nc(-c2cc3ccccc3nc2OC)no1
-31%,15%,-10%,8%,5%,-9%,17%,3%,-7%,C=CCOC(=O)C1=C[C@H](c2cn(C(C)=O)c3ccccc23)[C@@H](CCCO)[C@H](OCC)O1
-26%,-22%,5%,1%,28%,4%,31%,10%,-33%,Cc1ccc(S(=O)(=O)NNC(=S)Nc2cccc(C)c2C)cc1
-22%,12%,2%,-1%,6%,-4%,19%,0%,25%,COc1cccc(/C=N/NC(=O)c2ccccc2NC(=O)c2ccco2)c1OC
-24%,-7%,1%,-9%,9%,6%,-4%,?,-2%,COc1cc(CN(C)C(C)C(=O)Nc2ccc([N+](=O)[O-])cc2Cl)ccc1OC(F)F (stereo not given)
-14%,-17%,-5%,-6%,-5%,2%,32%,?,-11%,Cn1c(SCCCC(=O)c2ccccc2)nnc1-c1ccncc1
-5%,-2%,5%,72%[activator],19%,-8%,28%,0%,-38%,O=C1CSC(=S)N1c1cccc(O)c1
1%,10%[57.1 µM],-12%,0%,-2%,-10%,57%[activator],-17%,-25%,CC(=O)c1ccc(S(=O)(=O)NC2CC(=O)N(c3ccc(C)c(C)c3)C2)cc1 (stereo not given)
40%[activator],13%,-7%,6%,0%,i,66%[activator],-2%,-27%,CCOCCOC(=O)COC(=O)c1ccccc1NC(=O)c1ccccc1
-4%,-14%,41%[activator],-23%,1%,i,38%,3%,-25%,O=C(COc1cccc(NC(=O)c2cccs2)c1)c1ccc(F)cc1
-35%,5%,3%,7%,19%,4%,5%,-9%,24%,CCc1nc2ccc(C(=O)NCCCN3CCN(c4ccccc4F)CC3)cc2nc1CC
-8%,7%,1%,-8%,9%,-4%,22%,135%[activator],11%,O=C(O)c1ccccc1SCC(=O)N1CCCCC1
5%,3%,-11%,-2%,2%,-8%,31%,7%,-18%,CN(C)S(=O)(=O)c1cccc(NC(=O)CSc2nncn2C)c1
-28%,7%,1%,13%,-10%,-2%,38%[activator],-24%,2%,CC1Cc2nc(SCC(=O)NCCc3ccccc3)n(C)c(=O)c2S1 (stereo not given)
-13%,18%,-6%,10%,-5%,-2%,41%[activator],?,-5%,Cc1nc(=O)c(-c2ccccc2)c(C)n1-c1ccccc1
-19%,-5%[57.1 µM],-4%,-2%,-6%,1%,-4%,-7%,-7%,CC(C)(C)c1ccc(C(CC(=O)O)NC(=O)CSc2ccccc2)cc1 (stereo not given)
-11%,3%,-2%,.,5%,-4%,64%,?,-22%,COc1ccc2c(c1)cc1n2CCN=C1N
5%,16%,2%,-8%,-4%,-1%,34%,7%,16%,CC(=O)N1CCc2cc(S(=O)(=O)NC(Cc3ccccc3)C(=O)NCCN3CCCCC3C)ccc21 (stereo not given)
5%,11%,10%,0%,7%,-5%,28%,-14%,-11%,Cc1c(CN2CCC(C)CC2)c(=O)n(-c2ccccc2)n1C
-14%,14%,12%,11%,3%,i,32%,2%,-9%,COc1ccc(C(=O)Nc2ccccc2C(=O)NC(Cc2ccc(O)cc2)C(=O)NNC(=O)c2ccccc2)cc1 (stereo not given)
-12%,16%,-1%,-3%,6%,-8%,18%,20%,-1%,O=C(O)CCC(=O)NCC1OCCc2ccccc21 (stereo not given)
-13%,-18%[57.1 µM],?,-5%,1%,-3%,19%,20%,22%,CC1CCCC(C)N1C(=O)CSc1nc(N)c(-c2ccccc2)c(=O)[nH]1 (stereo not given)
-36%[57.1 µM],20%[57.1 µM],12%,2%,-11%,0%,-21%,?,-29%,CN1CCN(CC(O)COc2ccc(C34CC5CC(CC(C5)C3)C4)cc2)CC1 (stereo not given)

Compound activity as filed in PubChem BioAssay.
